aSyn rescue: qHTS of alpha-syn Inhibitors. Yeast expressing alpha-synuclein, growth rescue, BacTiter-Glo, 24 h. Potency, µM (doses to about 46.1 µM), inactives show at the top dose growth rescue (activation), hits mostly activators. 0.14% of 370,000 active. AID 652106, 2013; further: potency means the concentration at half of the fitted maximal effect; % of control where 0% means no effect; nearly all actives have a fitted effect of over 65% in size
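Readout is rescue of growth in alpha-synuclein-expressing yeast, so inhibitors of toxicity appear as activators. Growth after 24 hr at 30 deg C in galactose medium is quantified by luminescence.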
MmCpn inh: Inhibitors of TCP-1 ring complex (TRiC) of Methanococcus maripaludis (MmCpn): qHTS; 0.031% of 330,000 active; AID 504842, 2011; Chaperonin Mm-Cpn (Methanococcus maripaludis); purified Mm-Cpn ATPase, ADP Transcreener TR-FRET; Potency, µM (doses to about 76.9 µM), inactives show at the highest dose activity, negative = inhibition, usual class: inhibitors; further: potency means the concentration at half of the fitted maximal effect; on the % scale 0 is the no-effect control and ±100 the full control effect; nearly all actives have a fitted effect of over 80% in size
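Purified archaeal Mm-CPN (25nM final) preincubated 10 min at 37degC with compound, then 10uM ATP for 30 min at 37degC; ADP measured by HTRF Transcreener TR-FRET; buffer 30 mM TRIS pH 7.4, 100mM KCl, 5mM MgCl2, 1mM DTT.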
pAkt inh: HTS Assay for Inhibitors of Akt Phophorylation: Primary Screen | activity change, % for hits at 50 µM | Neuro2A IGF-stimulated pAkt S473 HTRF, 20 min; stronger effect = lower value | 0.32% of 360,000 active | AID 651550, 2012; in the data active means activity change below about -80%; inconclusive means mostly about -51% to -80%; further: on the % scale 0 is the no-effect control and ±100 the full control effect
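Single-point screen (50 µM final compound) in Neuro2A cells stimulated 20 min with 6 nM IGF at 37 deg C. After lysis, Ser473-phosphorylated Akt read by HTRF (ex 330 nm, em 615/665 nm) as the 665/615 ratio.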
Abeta yeast res: qHTS for compounds that reverse cellular toxicity of Amyloid beta (A-beta) peptide in yeast: Primary Screen | yeast expressing A-beta42, growth rescue, OD600, 48 h; response scale: 0% DMSO, 100% iron-clioquinol control | 0.063% of 410,000 active | AID 1347071, 2019 | Potency, µM (series often up to 46.1 µM), for inactives: top-dose growth rescue, actives largely listed as activators; further: potency means the concentration at half of the fitted maximal effect; nearly all actives have a fitted effect of over 55% in size
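Yeast A-beta toxicity model in growth medium with pinned compounds, 48 h at 30 C; growth read as absorbance at 600 nm. Normalized to FeCl3/clioquinol equimolar mix (positive) and DMSO (negative).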
TDP-43 yeast inh: qHTS of TDP-43 Inhibitors; TDP-43 expressing yeast growth rescue, BacTiter-Glo, 24 h; Potency, µM (top dose mostly 46.1 µM), for the others: at the highest dose growth rescue (activation), actives largely listed as activators; 1.8% of 410,000 active; further: potency means the concentration at half of the fitted maximal effect; % of control where 0% means no effect; nearly all actives have a fitted effect of over 50% in size
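Galactose-induced TDP-43 yeast, OD600=0.02, compound pinned; 24 hr, 30 deg C; BacTiter-Glo luminescence for growth. Inhibitors of TDP-43 toxicity read as activators.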
PTHR1 ag: qHTS for PTHR1 Agonists: Primary Screen; 0.075% of 410,000 active; HEK293 GP2 PTHR1 cells, GloSensor cAMP luminescence, 1 h; Parathyroid hormone/parathyroid hormone-related peptide receptor (Homo sapiens), Q03431; Potency, µM (top dose mostly 115 µM), for inactives: at the top dose activation, most hits filed as activators; further: potency means the concentration at half of the fitted maximal effect; nearly all actives have a fitted effect of over 55% in size; some results filed as inactive show a strong effect at the top dose; inactives centre near -15; many of its hits are not listed in these tables
Target sequence (Q03431 whole entry, looked up): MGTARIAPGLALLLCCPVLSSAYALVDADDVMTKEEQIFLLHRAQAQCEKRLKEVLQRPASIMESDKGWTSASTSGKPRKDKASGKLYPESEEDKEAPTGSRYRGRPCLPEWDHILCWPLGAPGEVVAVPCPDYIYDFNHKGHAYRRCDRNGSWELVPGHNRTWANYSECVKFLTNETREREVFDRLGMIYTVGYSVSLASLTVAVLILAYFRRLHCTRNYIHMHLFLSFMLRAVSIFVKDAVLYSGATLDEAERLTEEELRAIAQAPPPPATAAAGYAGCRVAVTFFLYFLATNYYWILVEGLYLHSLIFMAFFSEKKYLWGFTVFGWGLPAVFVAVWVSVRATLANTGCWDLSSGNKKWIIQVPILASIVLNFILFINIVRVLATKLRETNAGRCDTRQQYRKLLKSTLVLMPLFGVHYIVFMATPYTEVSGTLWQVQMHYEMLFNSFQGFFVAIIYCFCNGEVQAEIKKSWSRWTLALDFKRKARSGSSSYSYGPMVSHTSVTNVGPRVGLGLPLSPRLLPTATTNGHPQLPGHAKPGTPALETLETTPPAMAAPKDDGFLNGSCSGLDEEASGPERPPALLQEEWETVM
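HEK-293-derived GP2 cells expressing PTHR1 and a GloSensor cAMP reporter, 3,000/well, plated overnight, given luciferin plus IBMX (each 0.5 mM as added) for 1 h at 37 °C, then compound for 1 h at 37 °C. Luminescence was read after 15 min at room temperature.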
GLP1R cytotox: qHTS of GLP-1 Receptor Inverse Agonists: Cytotox Screen | 0.13% of 410,000 active | AID 624418, 2012 | HEK293 cAMP-luciferase reporter cells, luminescence, 24 h | Potency, µM (highest dose often 38.3 µM), for the others: top-dose activity change, negative = inhibition, actives largely listed as inhibitors;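 further: loss of luciferase light is scored as toxicity; potency means the concentration at half of the fitted maximal effect; on the % scale 0 is the no-effect control and ±100 the full control effect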
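Cells in DMEM/10% Nu serum/1% pen-strep, 1536-well format. Pre-incubated 12 h, dosed with 23 nL compound, incubated a further 24 h. Luciferase detection, 12 min at room temp, luminescence.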
GLP1R inv ag: qHTS of GLP-1 Receptor Inverse Agonists (Inhibition Mode); Glucagon-like peptide 1 receptor (Homo sapiens), P43220; HEK293 GLP-1R CRE-luciferase, luminescence, 24 h; GLP-1R form is constitutively active; Potency, µM (series often up to 38.3 µM), for inactives: top-dose activity change, negative = inhibition, hits mostly inhibitors; 1.6% of 410,000 active; further: potency means the concentration at half of the fitted maximal effect; on the % scale 0 is the no-effect control and ±100 the full control effect; nearly all actives have a fitted effect of over 55% in size
Target sequence (P43220 whole entry, looked up): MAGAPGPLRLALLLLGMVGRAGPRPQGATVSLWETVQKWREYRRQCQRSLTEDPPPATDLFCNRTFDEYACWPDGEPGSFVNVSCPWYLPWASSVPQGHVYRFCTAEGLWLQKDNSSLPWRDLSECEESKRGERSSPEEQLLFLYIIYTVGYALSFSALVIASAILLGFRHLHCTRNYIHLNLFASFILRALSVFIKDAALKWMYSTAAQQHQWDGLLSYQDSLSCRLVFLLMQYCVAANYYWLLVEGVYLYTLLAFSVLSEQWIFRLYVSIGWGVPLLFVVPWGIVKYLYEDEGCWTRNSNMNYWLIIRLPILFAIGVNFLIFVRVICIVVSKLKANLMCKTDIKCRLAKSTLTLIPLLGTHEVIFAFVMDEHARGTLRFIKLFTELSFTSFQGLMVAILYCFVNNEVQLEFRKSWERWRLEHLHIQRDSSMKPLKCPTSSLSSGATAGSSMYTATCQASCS
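qHTS in 1536-well format: reporter HEK293 cells expressing constitutive GLP-1R activity in DMEM + 10% Nu serum, 24 hr with compounds at 37 deg C, luminescence read after 12 min with detection reagent.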
FUS suppressor: qHTS for Suppressors of FUS Proteinopathy: Primary screen using FUS-linked yeast assay | S. cerevisiae FUS-expressing, growth rescue, OD600, 24 h | Potency, µM (top dose mostly 76.6 µM), for the others: at the highest dose growth rescue (activation), most hits filed as activators | 0.24% of 390,000 active;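 further: potency means the concentration at half of the fitted maximal effect; plate controls were DMSO vehicle for no effect and reference control for full effect; nearly all actives have a fitted effect of over 55% in size; some results filed as inactive show a strong effect at the top dose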
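Steps: raffinose overnight preculture; dilution to OD 0.005 in 2% galactose minimal medium; compound addition (concentration series); 24hr at 30C, 99% humidity; absorbance read at 600 nm.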
* = called active by the depositor; i = inactive; ? = inconclusive; nt = no result given; & = joins results of further samples; [ ] = remark or other dose. Unless noted, the call rests on the fitted dose curve; in most records, active means well fitted curve in the direction sought with a large enough effect; inconclusive means small, poorly fitted or top-dose-only effect, or another doubt; inactive means no such curve, though single readings can be large; an effect the other way counts as inactive or inconclusive.

Start of the data: the first 7 records, to show the layout:
SMILES | aSyn rescue | MmCpn inh | pAkt inh | Abeta yeast res | TDP-43 yeast inh | PTHR1 ag | GLP1R cytotox | GLP1R inv ag | FUS suppressor
Cc1cc(N2CCN(c3ccccn3)CC2)n2cc(-c3ccccc3)nc2n1 | -1% | -1% | i | -7% | 4% | -12% | -21% | -10% | 7%
COc1ccccc1CN1CC(C(=O)NCc2cccc(Cl)c2)CCC1=O (stereo unspecified) | 7% | 0% | i | -15% | 4% | i | 1% | -8% | 12%
COc1ccc(CCNC(=O)c2c(O)nc3ccccn3c2=O)cc1 | nt | nt | nt | -27% | -20% | -7% | -10% | -25% | -8%
O=Cc1cn(-c2ccccc2)nc1-c1cccnc1 | 0% | 1% | i | -7% | -7% | i | -11% | 9% | 0%
O=C(N/N=C\C=C\c1ccco1)C1COc2ccccc2O1 (stereo unspecified) | 13% | 0% | i | 10% | 14µM* | i | ? | ? | 38%
CC(=O)c1c(C)[nH]c(C(=O)CN2CCN(S(=O)(=O)c3ccccc3)CC2)c1C | 4% | -18% | i | 27% | 9% | -38%[inhibitor] | -28% | 10% | -11%
CCOc1ccc(CCN2C(=S)N([C@@H](Cc3ccccc3)CN3CCC[C@@H]3CN3C(=S)NC[C@@H]3CC(C)C)C[C@@H]2Cc2ccccc2)cc1 | -40%[inhibitor] | nt | i | 27% | ? | 2% | 8% | -4% | ?

Results, from the start:
SMILES | aSyn rescue | MmCpn inh | pAkt inh | Abeta yeast res | TDP-43 yeast inh | PTHR1 ag | GLP1R cytotox | GLP1R inv ag | FUS suppressor
Cc1cc(N2CCN(c3ccccn3)CC2)n2cc(-c3ccccc3)nc2n1 | -1% | -1% | i | -7% | 4% | -12% | -21% | -10% | 7%
COc1ccccc1CN1CC(C(=O)NCc2cccc(Cl)c2)CCC1=O (stereo unspecified) | 7% | 0% | i | -15% | 4% | i | 1% | -8% | 12%
COc1ccc(CCNC(=O)c2c(O)nc3ccccn3c2=O)cc1 | nt | nt | nt | -27% | -20% | -7% | -10% | -25% | -8%
O=Cc1cn(-c2ccccc2)nc1-c1cccnc1 | 0% | 1% | i | -7% | -7% | i | -11% | 9% | 0%
O=C(N/N=C\C=C\c1ccco1)C1COc2ccccc2O1 (stereo unspecified) | 13% | 0% | i | 10% | 14µM* | i | ? | ? | 38%
CC(=O)c1c(C)[nH]c(C(=O)CN2CCN(S(=O)(=O)c3ccccc3)CC2)c1C | 4% | -18% | i | 27% | 9% | -38%[inhibitor] | -28% | 10% | -11%
CCOc1ccc(CCN2C(=S)N([C@@H](Cc3ccccc3)CN3CCC[C@@H]3CN3C(=S)NC[C@@H]3CC(C)C)C[C@@H]2Cc2ccccc2)cc1 | -40%[inhibitor] | nt | i | 27% | ? | 2% | 8% | -4% | ?
Cc1nc2scc(C)n2c(=O)c1S(=O)(=O)NCc1ccc(F)cc1 | -46%[inhibitor] | -20% | i | nt | -12% | i | 5% | 2% | -3%
Cc1cc(C)nc(NC(=O)/C=C/c2ccccc2Cl)n1 | -6% | -1% | i | 8%[9.22 µM] | 22% | i | 0% | 72%[activator] | -49%
Cc1cc(C)n(-c2nc3ccccc3nc2Nc2ccc(Cl)cc2Cl)n1 | nt | nt | nt | -20% | -4% | ? | 3% | 10% | -17%
CC1CC(=O)Nc2ccccc2N1C(=O)COc1ccccc1C(N)=O (stereo unspecified) | -9% | nt | i | 2% | -15% | -17% | -3% | 11% | -4%
O=C1CCC(C(=O)OCC(=O)c2ccccc2)N1 (stereo unspecified) | 0% | -8% | i | -14% | 0% | i | -6% | 6% | -29%
CC(=O)NCCC(=O)N(C)CC1CCN(CCc2cccc(C(F)(F)F)c2)CC1 | 5% | -1% | i | -4% | 5% | -7% | -11% | -6% | -8%
CCCCOC(=O)c1ccc(NC(=S)NC(=O)c2c(Cl)cnn2C)cc1 | 10% | 0% | i | -2% | 10% | -61%[inhibitor] | ? | ? | 27%
Cc1ccc(CC2C(=O)N(c3ccc(C)cc3)C(=O)C2C)cc1 (stereo unspecified) | -6% | 1% | i | 1% | -6%[9.22 µM] | -12% | -2% | -50% | 9%
COc1ccc(CCNC(=O)CSc2nnc(CNc3ccc(Cl)cc3)o2)cc1OC | -2% | 1% | i | -4% | 0% | i | ? | -13% | 31%
O=C(c1ccccc1)c1cnc(Nc2ccccc2Cl)s1 | 6% | -5% | i | 13% | ? | -21%[57.5 µM] | -4% | -10% | 34%
Cc1n[nH]c(=S)c2nn(-c3ccccc3F)c(C)c12 | -3% | -16% | i | 9% | -8% | i | 74%[activator] | 17% | 4%
COC1=NC2=NCCN2C(OC)=N1 | 10% | nt | i | 10% | -10% | i | -12% | 8% | -10%
CCN1CCN(c2cc(C)nc(-c3ccccc3O)n2)CC1 | -3% | 1% | i | -15% | 5% | -10% | 1% | ? | -10%
OCC1(Cc2ccccc2)CCN(Cc2cnc(-c3cccc4ccccc34)nc2)CC1 | 5% | -4% | i | 6% | -8%[0.397 µM] | -18% | -17% | 8.9µM* | 28%
CC1CN(C(=O)COC(=O)c2ccc(N)c([N+](=O)[O-])c2)CC(C)O1 (stereo unspecified) | -5% | 0% | i | 8% | -5% | i | 11% | 13% | 6%
CCCSc1nc(N)nc2c1ncn2C1OC(CO)C(O)C1O (stereo unspecified) | -7% | nt | i | 3% | -7% | i | 0% | 0% | -3%
CCOc1ccc2nc3cc(N=Nc4ccc(N)nc4N)ccc3c(N)c2c1 | 3% | nt | i | -41%[inhibitor] | 0% | i | -4% | -45% | nt
COc1ccc2cc(C(C)C(=O)N3CCC(C)CC3)ccc2c1 (stereo unspecified) | 3% | 2% | i | -17% | 26% | -8% | -28% | ? | 16%
Cc1cccc(NC(=O)[C@@H](NC(=O)[C@@H]2Cc3ccccc3CN2)C(C)C)c1 | -1% | 0% | i | -10% | -1% | i | -13% | -18% | 21%
CCOC(=O)c1ccc(NC(=O)c2nc(S(=O)(=O)Cc3ccccc3)ncc2Cl)cc1 | 3% | -4% | i | -6%&-8% | ? | -96%&-95%[inhibitor] | 7%&-15% | 12%&4% | 36%&15%
CCCC(C)NC(=O)c1ccc2[nH]c3c(c2c1)CC(C)CC3 (stereo unspecified) | 0% | 3% | i | 7% | 0% | i | -12% | ? | 52%
COc1ccc(C)cc1NC(=O)COCc1cc(-c2cccs2)on1 | nt | nt | nt | -10% | ? | i | 3% | -6% | 33%
C=C1CCN(c2ccc(C(=O)NCCC)cc2[N+](=O)[O-])CC1 | -19% | nt | i | 8% | ? | -3% | -4% | -7% | -7%
O=C(O)c1c2c(nc3ccc(S(=O)(=O)N4CCC(C(=O)NCc5ccccc5)CC4)cc13)CCCC2 | -6% | nt | i | 0% | 6% | -12% | 4% | 2% | 8%
CC(=O)c1ccc(NC(=O)C2=CC(c3ccc4c(c3)OCO4)=NS(=O)(=O)N2C)cc1 | 1% | 1% | nt | 0%&-14% | 5%&8% | -26%&-64% | -20%&-4% | -22%&2% | -24%&-1%
O=C(O)C1CCCN(S(=O)(=O)c2ccc(Cl)s2)C1 (stereo unspecified) | 10% | -3% | i | -2% | 14% | -24% | 5% | 4% | -11%
CCN(C(=S)Nc1cc(S(=O)(=O)N2CCOCC2)ccc1Cl)c1cccc2ccccc12 | 10% | -1% | i | -1% | 0% | -46%[inhibitor] | -11% | -20% | nt
Cc1ccc(CN(C)C(=O)CCc2nc3sc4c(c3c(=O)[nH]2)CCCC4)o1 | 3% | -5% | i | 12% | 14% | i | 5% | -11% | ?
O=C(OCc1nc2ccccc2c(=O)[nH]1)c1cccs1 | 8% | -1% | i | 5% | 0% | i | 11% | 2% | 9%
CC1(C)Oc2ccc3ccc(=O)oc3c2CC1O (stereo unspecified) | 0% | 1% | i | 3% | 16% | -3% | 2% | 14% | -29%
Cc1ccc(CNC(=O)COc2cccc3c2OC(C)(C)C3)cc1 | 26% | -16% | i | 3% | ? | i | 6% | ? | 13%
CCC(=NC(CC)CO)C1=C(O)CC(C)(C)CC1=O (stereo unspecified) | -20% | 0% | i | -25% | -12% | 21%[57.5 µM] | 1% | 18% | 37%
CC(=O)Nc1ccc(NC(=O)C(NS(=O)(=O)c2ccc(Br)s2)c2ccccc2)cc1 (stereo unspecified) | nt | nt | nt | -7% | 17% | i | -8% | -13% | -26%
CCc1ccc(NC(=O)N(Cc2c[nH]c3ccccc23)C2CCCCC2)cc1 | nt | nt | nt | 2% | ? | -18% | -17% | -6% | 27%
CC(O)c1c(-c2ccccc2)nn(C)c1Cl (stereo unspecified) | -5% | 1% | i | 2% | 1% | i | 10% | 11% | -13%
CC(=O)Nc1ccc(-c2cc(-c3ccccc3)nc(-c3ccccc3)n2)cc1 | 0% | -1% | i | 13% | ? | i | -1% | 17% | -26%

Some of the compounds tested (hit frequency here may not be typical).
